CSM14.1 death rescue: protection against thapsigargin-triggered cell killing – 384-well, CSM14.1, ATP luminescence, primary screen (AID 1222). CSM14.1 thapsigargin-induced death rescue, ATP luminescence; higher % means a stronger effect. cellular ATP content (survival), % at 20 µM; hits with a dose series show EC50 in µM. 190,000 tested, under 10 active;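 active = EC50 below 50 µM in the dose-response confirmation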;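 also: death triggered by thapsigargin at about 15 µM added after 2 h compound pretreatment; cell ATP read after overnight thapsigargin exposure of roughly 18 to 22 hours; normalized against plate controls of thapsigargin alone and 5% DMSO vehicle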
K1F lysis inhibition: inhibition of K1F phage lysis, E. coli UTI89, bacterial capsule biogenesis inhibitors, alamar blue (AID 488966). E. coli UTI89 K1F phage lysis, alamar blue, 2 h; higher % means a stronger effect. one-dose inhibition, % at 100 µM; IC50 in µM for titrated hits. actives 0.02% (n = 340,000);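 active = phage lysis inhibition, versus mean bacterial control, above a set limit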;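 also: capsule biogenesis inhibitors block K1F phage lysis so surviving cells raise fluorescence; higher fluorescence means more inhibition of phage lysis; actives were called in the ten point dose series up to 300 µM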
P. falciparum M1AAP: malaria alanyl aminopeptidase activity blockers – biochemical, fluorogenic H-Leu-NHMec substrate, 1536-well (AID 1445) | recombinant M1AAP, H-Leu-NHMec fluorogenic kinetic assay; higher % means a stronger effect | inhibition, % at 30 µM; hits with a dose series show IC50 in µM | actives 0.42% (n = 220,000);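 active = primary inhibition above the hit cutoff, then over 50% inhibition at one or more dose response concentrations, cut at about 23% in these data, passing the limit was not always enough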;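 also: plate controls were DMSO full reaction for no effect and no enzyme background for full effect; strong numbers were not always called active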
M17LAP inhibition: P. falciparum M17LAP inhibitors, primary screen, biochemical, fluorogenic H-Leu-NHMec substrate, 1536-well (AID 1619); recombinant M17LAP, H-Leu-NHMec fluorogenic kinetic assay; higher % means a stronger effect; one-dose inhibition, % at 30 µM; IC50 in µM for titrated hits; actives 0.38% (n = 220,000);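 active = compound inhibiting the enzyme by more than half at any dose during confirmatory dose-response retesting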;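 also: plate controls were full reaction with DMSO carrier for no effect and no enzyme background for full effect; strong numbers were not always called active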
b-catenin transl: modulators of beta-catenin nuclear translocation; actives 0.3% (n = 190,000); AID 1665; HeLa beta-catenin nuclear translocation, immunofluorescence imaging; nuclear translocation activity, % at 5 µM;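 active = nuclear translocation activity above 50% at 5 µM, with a well cell count of 50 or more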;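 also: per-cell ratio of nuclear to cytoplasmic median beta-catenin stain intensity; plate controls were DMSO negative control for no effect and GSK-3 inhibitor IX positive control for full effect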
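Test system: human HeLa cells, endogenous beta-catenin. Times: 24 h compound exposure, 37°C. Measured by: beta-catenin immunofluorescence imaging with DAPI.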
MT stabilizer: stabilizes microtubules in HeLa cells; HeLa tubulin immunostaining HCS, 24 h; share of cells brighter than vehicle mean+2SD; actives 0.83% (n = 200,000); % tubulin-high responders, % at 10 µM; AID 2205;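 active = plate Z-score above 3 for both tubulin-high and condensed-nucleus cell shares, with cell loss under 80%, at 10 µM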;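 also: anti alpha tubulin signal scored within the nucleus-defined area of each cell; some results filed as inactive read as strong as hits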
Insulin prom up: MIN6 insulin promoter up-regulation. actives 0.3% (n = 190,000). MIN6 insulin promoter-GFP reporter, high-content imaging; active compounds read high. z-score at 5 µM. AID 1625;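 active = z-score above 3 at 5 µM with at least 500 cells counted in the well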
Dynein transport: dynein cargo transport inhibition | z-score, hits read low | 3617.4 mouse cells, GR-EGFP nuclear translocation imaging; test concentration mostly 20 µM; stimulated with dexamethasone, 1 µM; active compounds read low | actives 0.47% (n = 220,000);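 active = plate z-score of nuclear minus cytoplasmic receptor signal below a set negative limit, without overly bright fluorescence or cell loss, cut at about -3.5 in these data, passing the limit was not always enough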;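 also: z-score of nuclear minus cytoplasmic ring GR-EGFP intensity difference per well; some compounds called inactive have numbers as strong as hits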
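medium = tetracycline-free induction medium containing charcoal-stripped FBS | probe or stimulus = dexamethasone, 1.0 µM final | timing = 48 h induction, then 1 h compound, then 30 min agonist, 37 °C | detection = automated 10x imaging of fixed Hoechst-stained cells | read-out basis = nuclear versus cytoplasmic GR-EGFP signal, averaged per well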
Autophagy HCS: autophagy modulation, high-content screen | MEF GFP-LC3 puncta imaging; test concentration mostly 10 µM | calls only at 10 µM (by protocol) | actives 0.98% (n = 190,000);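 active = percentage of spot-positive cells more than 3 SD above its plate mean, without a fluorescence outlier flag or 80% toxicity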;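 also: spot-positive cell cutoff set from DMSO-treated cells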
Dynein transport cytoplasmic EGFP: further read-out of Dynein transport, marked with its call; z-score; measured here: cytoplasmic GR-EGFP intensity; active compounds read high
Dynein transport nuclear GR-EGFP: recorded beside Dynein transport, whose call it bears; z-score; measured here: nuclear GR-EGFP intensity;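 lower value marks the stronger effect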
Dynein transport cell count: further read-out of Dynein transport, marked with its call; z-score; measured here: cell count per field
Insulin prom up cell count: second read-out of Insulin prom up, no call of its own (marks repeat the call); cell count; measured here: cytotoxicity, nuclei count;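 total cells summed across four imaged fields per well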
b-catenin transl cell count 5 µM: second read-out of b-catenin transl, no call of its own (marks repeat the call); cell count; measured here: cell count, cytotoxicity flag
MT stabilizer Hoechst-high %: recorded beside MT stabilizer, whose call it bears; % Hoechst-high responders; measured here: nuclear condensation Hoechst responders;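 share of cells brighter than vehicle mean plus two SD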
MT stabilizer cytotoxicity %: recorded beside MT stabilizer, whose call it bears; toxicity, %; measured here: cytotoxicity by cell density;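 0% = mean cell density of plate MIN control wells and 100% = no cells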
Autophagy HCS cell loss 18 h: also measured in Autophagy HCS; calls as there; toxicity, %; measured here: cell loss, nuclei count;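 cell loss after 18 h compound exposure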
* marks the source's active call; other numbers are inactive results; i = inactive; x = no result given; + = active, no number; [ ] = another dose, or the depositor's remark.

SMILES | CSM14.1 death rescue | K1F lysis inhibition | P. falciparum M1AAP | M17LAP inhibition | b-catenin transl | b-catenin transl cell count 5 µM | MT stabilizer | MT stabilizer Hoechst-high % | MT stabilizer cytotoxicity % | Insulin prom up | Insulin prom up cell count | Dynein transport | Dynein transport cytoplasmic EGFP | Dynein transport nuclear GR-EGFP | Dynein transport cell count | Autophagy HCS | Autophagy HCS cell loss 18 h
FC(F)(F)c1ccc(C2[C@H]3CN(Cc4ccc(-c5ccccc5)cc4)[C@H](c4ccccc4)C34CC2(c2cccnc2)C4)cc1 (stereo partly specified) | x | x | 6% | 7% | 0.0 | 1359 | x | x | x | -0.12 | 955 | 0.7 | -0.77 | 0.27 | -0.28 | x | x
O=C(Nc1cc2ccccc2oc1=O)C1CCCCC1 | -0.2% | -1.1% | -2% | -5% | -3.4 | 1448 | 3.4 | 1.4 | 6.4 | -0.05 | 1542 | -0.32 | -0.21 | -0.043 | 0.31 | i | -2
Cc1ccc(NC(=O)c2ccc(OC(=O)COc3ccc(Cl)c(C)c3)cc2)cc1 | -5.6% | 0.6% | 1% | -6% | 1.0 | 1049 | 3.4 | 3.0 | 7.6 | -0.6 | 1481 | 0.82 | -0.3 | 0.35 | -0.54 | i | -7
Cc1noc(C)c1COc1cccc(C(=O)OCCOc2ccc(F)cc2)c1 | 2.7% | -0.1% | 5% | 8% | -9.9 | 1080 | 1.7 | 1.5 | 7.5 | -0.69 | 1519 | -0.57 | -0.21 | -0.28 | 1.2 | i | 7
Cc1cc(NCc2ccccn2)n2ncc(-c3ccc(Cl)cc3)c2n1 | x | x | 4% | -2% | -1.0 | 1306 | x | x | x | -2.5 | 1233 | 1.4 | -0.29 | 0.44 | -0.86 | x | x
O=S1(=O)N=C(N(CCO)/N=C/c2ccccc2)c2ccccc21 | -2.2% | -0.7% | 6% | 1% | -0.7 | 1061 | 3.4 | 2.3 | 3.5 | x | x | 0.49 | 0.042 | 0.17 | 0.07 | i | 6
Cc1nc2ccccc2n1CC(O)COC1CCCCC1 (stereo unspecified) | -2.3% | 3.3% | 7% | 9% | 6.5 | 486 | 4.2 | 2.0 | 4.9 | x | x | -0.035 | -0.21 | 0.38 | -0.35 | i | -13
CCc1nnc(NS(=O)(=O)c2ccc(NC(=S)NC(=O)c3ccc(Br)cc3)cc2)s1 | -1.0% | -4.0%[50 µM] | 22% | 38% | 0.0 | 932 | 2.0 | 4.9 | 12 | 0.23 | 1243 | 0.28 | -0.19 | -0.031 | 0.18 | i | -16
Cc1ccc(CN2C(=O)C3CCCN3c3ccc(C#N)cc32)cc1 (stereo unspecified) | -0.6% | x | 1% | 0% | -2.3 | 932 | 3.8 | 2.3 | 0.4 | -0.47 | 775 | -0.22 | 0.39 | 0.31 | 0.3 | i | 14
CCOc1ccc2cc(C(=O)c3ccccc3)c(=O)oc2c1 | -0.6% | 0.3% | 3% | 10% | 3.4 | 502 | 1.3 | 4.0 | 3.5 | -0.26 | 1042 | -0.21 | -0.076 | -0.51 | 0.35 | i | -7
Brc1ccc2c(c1)OCCOCCOc1cc(Br)ccc1OCCOCCOCCO2 | -1.0% | -2.9% | 7% | -6% | -1.0 | 1045 | 1.3 | 1.9 | 12 | -1.5 | 1489 | 0.056 | -0.22 | -0.52 | 0.24 | i | 11
Cn1c(=O)[nH]c(=O)c2c1nc(CN1CCN(Cc3ccccc3)CC1)n2CC(N)=O | -3.1% | 0.8% | 3% | 4% | -0.6 | 1092 | 4.9 | 2.7 | 18 | 0.16 | 1902 | 2.2 | -0.056 | 1.3 | -1 | i | -13
CCC1SC2=NC(C)=C(C(=O)OC)C(c3cccs3)N2C1=O (stereo unspecified) | -4.2% | 0.8% | 9% | 3% | -0.9 | 1137 | 2.5 | 2.0 | 0.1 | 0.32 | 1137 | -0.59 | -0.19 | -0.11 | 0.46 | i | 2
CC(C)Oc1cccc(-c2cc(C(=O)NC(=S)N(C)c3ccccc3C(=O)O)c3ccccc3n2)c1 | 1.7% | 1.6% | 9% | -64% | 0.1 | 949 | 4.5 | 2.0 | 6.6 | 0.13 | 1408 | 1.1 | -0.21 | 0.65 | -0.17 | i | 7
O=C(COc1c(Br)cc(Br)c2cccnc12)N1CCc2ccccc2C1 | 7.1% | -7.9% | 3% | 2% | -0.6 | 1110 | 1.0 | 1.7 | 3.5 | -0.8 | 793 | -0.049 | -0.035 | -0.018 | 0.67 | i | 1
O=C1Nc2ccccc2N=C(c2ccccc2)C1N1CCOCC1 (stereo unspecified) | -0.7% | -0.1% | 12% | 4% | -1.0 | 919 | 5.2 | 3.2 | 8.5 | x | x | 1 | -0.098 | 0.83 | -1.6 | i | 6
COCCn1c(SCC(=O)Nc2ccc(S(=O)(=O)N(C)C)cc2)nc2ccccc21 | 6.5% | -0.3% | -1% | 9% | -4.7 | 1043 | 2.1 | 2.1 | 7.4 | x | x | -1.6 | 0.27 | -0.72 | 1.1 | i | -5
COc1ccc(NC(=O)C(NC(=O)c2ccc(=O)[nH]c2)c2ccccc2)cc1 (stereo unspecified) | -1.8% | 5.8% | 5% | 1% | -2.1 | 1050 | 3.6 | 1.9 | 7.2 | 0.09 | 1561 | -1 | -0.21 | -0.62 | 0.6 | i | -4
COC(=O)c1ccc(COn2nnc3ccccc32)cc1 | -1.6% | 0.3% | 3% | -13% | -0.1 | 1003 | 2.8 | 2.4 | 10 | -0.07 | 1064 | 1.7 | -0.13 | 0.48 | -0.43 | i | 9
CCOC(=O)C1CCN(C(C(=O)NC2CCCC2)c2ccc(C)cc2)CC1 (stereo unspecified) | 0.9% | -0.4% | -7% | 12% | -2.2 | 1162 | 2.5 | 2.8 | 8.0 | 0.9 | 931 | 0.46 | -0.2 | 0.33 | -0.55 | i | 11
CCCc1cc(=O)[nH]c(SCC(=O)Nc2nc3ccc(OCC)cc3s2)n1 | 1.3% | 8.3% | 8% | -6% | -0.7 | 980 | 3.7 | 2.1 | 6.3 | x | x | 0.72 | -0.28 | 0.45 | -0.072 | i | 8
Cn1nc(-c2ccccc2)c(COC(=O)c2cccc(Cl)c2)c1S(=O)(=O)c1ccccc1 | 2.0% | 0.9% | -12% | 6% | x | x | 1.4 | 1.2 | 6.3 | 0.21 | 947 | 0.077 | -0.3 | -0.13 | 0.33 | i | -9
CCc1cc[n+](-c2nc3ccccc3nc2[N-]S(=O)(=O)c2ccc(Br)s2)cc1 | -1.0% | -0.2% | 23% | 11% | -0.1 | 523 | 5.0 | 2.6 | 5.8 | 0.92 | 1208 | 0.16 | 0.37 | 0.51 | 0.071 | + | -4.0*
COc1ccc(NC(=O)C2CCN(S(C)(=O)=O)CC2)cc1Cl | -1.0% | 0.0% | 5% | -13% | -2.0 | 1198 | 1.5 | 2.2 | 7.7 | 0.35 | 871 | -0.64 | -0.21 | -0.2 | 0.63 | i | -4
COc1ccc(/C=C(\C#N)c2cc(OC)c(OC)cc2[N+](=O)[O-])cc1 | x | -0.1% | 7% | -7% | -1.9 | 1335 | x | x | x | 0.27 | 1005 | -0.67 | -0.15 | 0.13 | 0.03 | x | x
N=C1C(c2ccccc2)=C(O)CN1c1cccc(S(=O)(=O)N2CCOCC2)c1 | x | 0.0% | 3% | 1% | -0.9 | 1358 | x | x | x | -0.05 | 1091 | 0.27 | -0.086 | 0.17 | -0.35 | x | x
Cc1oc(C)c(C(=O)O)c1C(=O)O | x | 0.5% | 4% | -1% | -2.8 | 1114 | x | x | x | -0.92 | 1295 | 0.085 | -0.29 | -0.37 | 0.76 | x | x
C=CCSc1nc(C)c(CC(=O)OCC(C)C)c(=O)[nH]1 | x | 0.1% | 1% | 14% | 0.0 | 832 | 6.9 | 2.2 | 8.9 | 0.83 | 1096 | 1.1 | -0.14 | 0.93 | -0.2 | i | -21
C=C(C)CSc1nc(N)cc(=O)[nH]1 | 0.1% | -0.5% | 10% | -2% | -0.1 | 1173 | 2.3 | 1.6 | 4.5 | 0.33 | 1015 | -0.21 | -0.039 | 0.74 | 0.33 | i | -10
Cc1ccc2cc3c(N)c(C(=O)N4CCOCC4)sc3nc2c1 | 1.1% | -0.1% | 5% | 9% | -1.6 | 1142 | 1.8 | 1.2 | 6.0 | -0.21 | 1121 | -0.66 | -0.2 | -0.42 | 0.72 | i | -3
CC1=C(C(=O)Nc2ccccc2)C(c2coc3ccccc3c2=O)C2=C(CCCC2=O)N1 (stereo unspecified) | 2.0% | 1.4%[50 µM] | 14% | 7% | -2.1 | 1137 | 3.1 | 1.6 | 3.7 | -0.35 | 1499 | -0.71 | -0.17 | -0.55 | -0.35 | i | 23

Assay outcomes: PubChem BioAssay, several laboratories

Hits appear at their usual frequency; about 2.9% have a hit in one of these screens.
